Bioassay records deposited in PubChem BioAssay by National Center for Advancing Translational Sciences (NCATS).
15-hLO inh = blocks human 15-lipoxygenase activity. purified 15hLO-1, xylenol orange hydroperoxide absorbance. Potency, µM (highest dose often 57.1 µM), for inactives: top-dose activity change, negative = inhibition, hits mostly inhibitors. 1.4% of 74,000 active. AID 887; also: potency is read from the fitted curve at half-maximal effect; % is scaled to controls: 0 for no effect and ±100 for the full control effect; nearly all actives have a fitted effect of over 55% in size
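Compounds were preincubated 15 min at room temperature with 40 nM purified human enzyme (25 mM Hepes pH 7.5, 0.01% Triton X-100); 50 uM arachidonic acid reacted 6 min. Fe-xylenol orange detection, 30 min, absorbance ratio 573/405 nm.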
ERK AVP block = blocks ERK signaling stimulated by vasopressin; HEK293-V1b, vasopressin-stimulated pERK AlphaScreen; Potency, µM (doses to about 57.5 µM), for the others: at the highest dose activity, negative = inhibition, actives largely listed as inhibitors; 0.99% of 72,000 active; also: potency is read from the fitted curve at half-maximal effect; % is scaled to controls: 0 for no effect and ±100 for the full control effect; nearly all actives have a fitted effect of over 55% in size
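Overnight-seeded V1b-HEK293 cells in 1% FBS got compound, then vasopressin (25 nM final, 5 min, 37C), then lysis buffer. AlphaScreen detection of phospho-ERK; activity normalized to basal and full-stimulation controls.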
Texas Red fluor = compound fluoresces in the Texas Red spectral region; Compound fluorescence, Texas Red channel, 547/618 nm; stronger effect = higher value; 0.06% of 59,000 active; max dye-equivalent concentration, M; in the data active = max dye-equivalent concentration above about 10 nM; inconclusive = between about 1.1 nM and that limit
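Texas Red-region profiling: compounds in 100 mM Tris pH 8.0 were read at 547/618 nm after 15 min at room temperature. Intensities were normalized against a six-point Texas Red standard series to give dye-equivalent concentration.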
HADH2 inh = HADH2 (human) dehydrogenase inhibition | Potency, µM (series often up to 57.1 µM), for inactives: at the top dose activity change, negative = inhibition, hits mostly inhibitors | recombinant HADH2, NADH fluorescence, beta-hydroxybutyryl-CoA | Q99714 | 3.4% of 73,000 active | AID 886; also: potency is read from the fitted curve at half-maximal effect; % is scaled to controls: 0 for no effect and ±100 for the full control effect; nearly all actives have a fitted effect of over 60% in size; many of its hits are not listed in these tables
Target sequence (Q99714 whole entry, looked up, one chain of several): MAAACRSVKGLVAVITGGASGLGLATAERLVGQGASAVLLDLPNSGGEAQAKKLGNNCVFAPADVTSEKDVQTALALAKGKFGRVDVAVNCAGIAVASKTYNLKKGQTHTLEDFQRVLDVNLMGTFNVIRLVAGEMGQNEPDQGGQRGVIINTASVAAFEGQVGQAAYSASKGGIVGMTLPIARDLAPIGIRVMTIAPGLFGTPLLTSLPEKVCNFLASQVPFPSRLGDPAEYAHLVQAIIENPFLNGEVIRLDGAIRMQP
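Read-out: 360 nm excitation, 450 nm emission, kinetic over 4 min. Conditions: His-tagged human HADH2 20 nM, pH 9.0 Tris with Tween-20, 1 mM NAD+, 90 uM beta-hydroxybutyryl-CoA.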
Pol III holo inh = blocks replication by bacterial DNA polymerase III holoenzyme; reconstituted DNA polymerase III holoenzyme replication, biochemical; Potency, µM (highest dose often 57.1 µM), without a hit: at the top dose activity change, negative = inhibition; 0.25% of 71,000 active; also: potency is read from the fitted curve at half-maximal effect; % is scaled to controls: 0 for no effect and ±100 for the full control effect
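Reconstituted *E. coli* holoenzyme (0.35 nM Pol III, 1 nM beta, 154 nM SSB, 2 nM primase) was preincubated with compound for 15 min at RT. Synthesis on 1.4 nM ssM13Gori ran 35 min, then was stopped with PicoGreen/EDTA and read as dsDNA fluorescence.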
HBB splicing = modulators of hemoglobin beta chain splicing. Potency, µM (top dose mostly 46.1 µM), for the others: at the highest dose activation, usual class: activators. 0.06% of 65,000 active. AID 925. HBB splicing reporter cell assay, activation; EGFP reporter with mutant IVS2-654 intron; response scale: normalised to 500 nM splice-correcting PNA; also: potency is read from the fitted curve at half-maximal effect; 0% is about no effect
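Compounds were applied for 2 days to HeLa EGFP-654 cells, 500/well in Optimem with 2% FCS. The reporter's EGFP is disrupted by mis-splicing of beta-globin intron IVS2-654. Readout: summed well GFP fluorescence from 488 nm laser scanning; reference was 500 nM antisense […] 654 PNA.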
Hsp90 Hop PPI = changes Hsp90-Hop TPR2A binding signal, up or down; 0.44% of 71,000 active; Potency, µM (highest dose often 57 µM), inactives show top-dose activity change, negative = inhibition; AlphaScreen TPR2A-His6 binding biotin-Hsp90 C-terminal peptide; active = well fitted curve in either direction with a large enough effect; inconclusive = small, poorly fitted or top-dose-only effect, or another doubt; also: potency is read from the fitted curve at half-maximal effect; % is scaled to controls: 0 for no effect and ±100 for the full control effect; many of its hits are not listed in these tables
CRE-bla Fsk = alters forskolin-stimulated CRE reporter signaling in CHO cells | CHO CRE-bla reporter (cAMP response element driving beta-lactamase), forskolin EC10, beta-lactamase ratio | Potency, µM (highest dose often 38.2 µM), without a hit: at the top dose activity change, negative = inhibition, hits mostly activators | 2.5% of 71,000 active | AID 662; active = well fitted activation curve with a large enough effect in the signal ratio, with a control signal flat, not every such curve was filed as active; inconclusive = small, poorly fitted or top-dose-only effect, or effect the other way, or a change in a side signal; the % refers to the signal ratio; also: potency is read from the fitted curve at half-maximal effect; % of control where 0% means no effect
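Beta-lactamase reporter under a cAMP responsive element in CHO cells; compounds tested in titration series against EC10 NKH 477, 3 h at 37 °C. Read-out: CCF4 FRET ratio 460nm/530nm (excitation 405nm) giving %Activity, fitted to AC50.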
Rhodamine autofl = rhodamine region autofluorescence; Rhodamine-region fluorescence, 547/598 nm, Tris buffer; stronger effect = higher value; max dye-equivalent concentration, M; 0.05% of 59,000 active; in the data active = max dye-equivalent concentration above about 11 nM; inconclusive = between about 1.1 nM and that limit
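Steps: pin-transfer compounds into pH 8.0 Tris (100 mM), hold 15 min at room temperature, image with a 547/598 nm filter pair, and convert intensities to rhodamine-equivalent concentration using a six-point on-plate rhodamine series.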
Tau filament bind = binds recombinant human tau filaments. recombinant tau filaments, thioflavin S fluorescence, 15 h; filaments grown with octadecylsulfate alongside compound. 2% of 71,000 active. AID 596. Potency, µM (highest dose often 57.1 µM), inactives show at the highest dose activity change, negative = inhibition. P10636;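 also: potency is read from the fitted curve at half-maximal effect; % is scaled to controls: 0 for no effect and ±100 for the full control effect; actives lower thioflavin S fluorescence by blocking filaments or displacing dye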
Target sequence (P10636 whole entry, looked up): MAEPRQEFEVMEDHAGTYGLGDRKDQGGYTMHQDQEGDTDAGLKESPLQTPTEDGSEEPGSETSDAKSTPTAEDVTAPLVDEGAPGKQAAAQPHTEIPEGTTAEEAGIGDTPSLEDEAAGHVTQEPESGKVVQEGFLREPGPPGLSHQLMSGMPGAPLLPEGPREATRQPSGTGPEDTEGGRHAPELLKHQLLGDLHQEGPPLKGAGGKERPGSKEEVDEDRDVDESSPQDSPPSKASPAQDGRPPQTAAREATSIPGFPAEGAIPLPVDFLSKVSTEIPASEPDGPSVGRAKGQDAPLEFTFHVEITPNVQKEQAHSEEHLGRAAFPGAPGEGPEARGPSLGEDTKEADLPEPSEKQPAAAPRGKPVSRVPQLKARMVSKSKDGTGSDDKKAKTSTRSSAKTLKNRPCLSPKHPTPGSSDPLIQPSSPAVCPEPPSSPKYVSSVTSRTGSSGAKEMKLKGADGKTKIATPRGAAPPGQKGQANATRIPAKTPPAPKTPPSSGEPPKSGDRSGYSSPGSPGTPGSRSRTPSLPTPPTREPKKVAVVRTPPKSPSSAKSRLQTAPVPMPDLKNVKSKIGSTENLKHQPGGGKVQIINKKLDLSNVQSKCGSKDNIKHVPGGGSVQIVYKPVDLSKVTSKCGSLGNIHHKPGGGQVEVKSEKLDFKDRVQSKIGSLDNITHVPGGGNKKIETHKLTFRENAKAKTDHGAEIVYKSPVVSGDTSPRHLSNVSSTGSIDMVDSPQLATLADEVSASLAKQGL
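His-tagged recombinant human tau (exons 2, 3, 10; 1 uM final) fibrillized with 30 uM sodium octadecylsulfate, 15 h at 37 C, in pH 7.4 HEPES buffer with 10 uM thioflavine S and 5 mM DTT. Reduced ThS fluorescence (450/510 nm) marks activity.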
Luciferase inh = blocks Photinus pyralis firefly luciferase activity; P08659; purified firefly luciferase, luminescence, 8 min; Potency, µM (highest dose often 57.1 µM), inactives show at the highest dose activity change, negative = inhibition, actives largely listed as inhibitors; 2.2% of 72,000 active; AID 411; also: potency is read from the fitted curve at half-maximal effect; % is scaled to controls: 0 for no effect and ±100 for the full control effect; nearly all actives have a fitted effect of over 40% in size
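qHTS concentration-response profiling: light output of P. pyralis luciferase with luciferin and 10 uM ATP, imidazole buffer pH 7.2. Read by luminescence after 8-min room-temperature incubation.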
An asterisk follows results filed as active; i = inactive; u = inconclusive; x = not tested or not shown; & = joins results of further samples; [ ] = remark or other dose. Unless noted, calls follow the shape of the dose curve; as a rule, active = well fitted curve in the direction sought with a large enough effect; inconclusive = small, poorly fitted or top-dose-only effect, or another doubt; inactive = no such curve, though single readings can be large; an effect the other way counts as inactive or inconclusive.

SMILES | 15-hLO inh | ERK AVP block | Texas Red fluor | HADH2 inh | Pol III holo inh | HBB splicing | Hsp90 Hop PPI | CRE-bla Fsk | Rhodamine autofl | Tau filament bind | Luciferase inh
CS(=O)(=O)O[C@H]1CN2CCC1CC2 | 0.3%[11.4 µM] | 6.6%[11.5 µM] | i | 8.8%[11.4 µM] | -1.0%[11.4 µM] | 2.3%[9.22 µM] | -2.3%[11 µM] | 7.9%[7.6 µM] | i | -2.7%[11.4 µM] | 0.4%[11.4 µM]
CC1(C)CC2(CCO1)NCCN1C(=O)CSC12 (centres undefined) | 2.1% | u | i | -0.4% | -8.9% | x | 1.0% | 1.9% | i | -7.4% | 0.9%
COc1ccccc1CN1CCCCC1c1cccnc1 (centres undefined) | -0.6% | -13.0% | i | 3.1% | -7.4% | 0.6% | -3.8% | u | i | -9.2% | 0.6%
CCOc1cccc(C2NCc3ccccc3-n3cccc32)c1O (centres undefined) | 2.0% | 8.2% | i | -1.3% | -6.0% | -1.6% | -4.1% | u | i | 4.1% | 1.3%
COC(=O)[C@@H]1C[C@@H]1[C@@H](NP(=O)(c1ccccc1)c1ccccc1)c1ccccc1 | x | x | x | 12.5% | 13.6% | 0.4% | -8.5% | -8.9% | x | 7.4% | x
CCc1ccc(OCCCN=C(C)c2c(O)n(C)c(=O)n(C)c2=O)cc1 | -27.7% | u | x | -9.7% | -2.4% | -3.0% | 3.0% | -15.7% | x | 216.4% | 2.1%
O=C1CC[C@@]2(O)[C@H]3Cc4ccc(O)c5c4[C@@]2(CCN3CC2CC2)[C@@H]1O5 | -2.8%[25.6 µM] | -14.0%&2.1% | i | 4.1%&14.2% | -3.4%&-2.4% | 1.3% | -6.1%&-3.6% | u | i | u | 1.1%&1.0%
Cc1nc2cc(C(F)(F)F)ccc2n1C1CCN(Cc2nnnn2Cc2cccs2)CC1 | -1.3% | -1.0% | i | 6.6% | 0.1% | -4.6% | -4.1% | u | i | 35.7% | -2.9%
CN1CCN(CC(=O)Nc2ccc(Cl)cc2C(=O)c2ccccc2)CC1 | -1.1% | -4.7% | i | 3.6% | -2.4% | -0.4% | -2.4% | -2.2% | i | u | -1.6%
NCC[C@H](O)C(=O)N[C@H]1C[C@@H](N)[C@@H](O[C@H]2O[C@@H](CN)[C@@H](O)[C@@H](O)[C@@H]2N)[C@@H](O[C@H]2O[C@@H](CO)[C@@H](O)[C@@H]2O)[C@@H]1O | 10.3%[25.6 µM] | 9.0%[25.7 µM] | i | 0.7%[25.6 µM] | -3.1%[25.6 µM] | 1.5%[20.6 µM] | -4.1%[26 µM] | -0.7%[17.1 µM] | i | -21.3%[25.6 µM] | -4.4%[25.5 µM]
O=c1[nH]c(=O)n(Cc2ccccc2)c(O)c1C=NCCCO | 12.4% | -10.2% | x | 4.1% | -2.1% | -0.2% | -2.5% | -1.6% | x | 8.4% | -1.8%
CC(C)CCNC(=O)c1c(N)n(CC2CCCO2)c2nc3ccccc3nc12 (centres undefined) | u | -16.8% | u | 10µM* | -6.1% | -1.1% | u | u | i | -20.6% | -3.5%
CCOc1ccccc1Oc1coc2cc(OC(=O)c3ccco3)ccc2c1=O | 3.1% | 2.4% | u | 97.0%[activator] | 0.1% | -0.8% | -0.2% | -1.0% | i | 8.6% | -4.4%
Cc1ccc(-n2c(O)c(C=Nc3ccccc3N)c(=O)[nH]c2=O)cc1C | 7.3% | 0.2% | i | 3.4% | -5.8% | -1.7%[57.5 µM] | -6.3% | u | i | -11.5% | u
CN1CCN(C(=O)O[C@@H]2c3nccnc3C(=O)N2c2ccc(Cl)cn2)CC1 | -5.9%[25.6 µM] | -3.9% | i | 4.3%&-11.6% | -5.1%&-5.1% | 3.1% | -5.7%&-13.1% | u | i | -22.1%&-6.7% | -1.0%&2.3%
Clc1ccc(COC(Cn2ccnc2)c2ccc(Cl)cc2Cl)cc1 (centres undefined) | -12.7%&-11.0% | u | i | -13.2% | 0.2% | -1.3% | 0.9% | u | i | 219.3% | 0.0%[25.5 µM]
COC(=O)[C@@]1(Cc2ccccc2)[C@H]2c3cc(C(=O)N(C)C)[nH]c3C[C@H]2CN1C(=O)c1ccccc1 | x | 1.9% | x | -4.0% | 4.3% | -0.7% | -4.2% | u | x | 6.5% | x
ClC1=C(Cl)C2(Cl)C3C4C=CC(C4)C3C1(Cl)C2(Cl)Cl (centres undefined) | -1.7% | 14.0% | x | 0.9% | -3.1% | -0.9% | 1.0% | u | x | -0.9% | x
CO[C@@H]([CH2][Hg])CN1C(=O)c2ccccc2S1(=O)=O.Cn1c(=O)c2nc[nH]c2n(C)c1=O | u | 11.3%[11.5 µM] | i | -8.4%[11.4 µM] | -16.6%[11.4 µM] | 1.8%[9.22 µM] | -2.5%[11 µM] | 3.0%[7.6 µM] | i | -0.7%[11.4 µM] | -7.2%[11.4 µM]
Cc1ccc2c(c1)C1CN(C)CCC1N2C(=O)Cn1cnc2c1c(=O)n(C)c(=O)n2C (centres undefined) | 10.0% | -2.1% | i | 0.5% | -3.4% | -0.9% | -3.1% | u | i | -3.1% | 2.3%
CN(C)c1ccc(CN2CC=C(c3ccc(F)cc3)CC2)cc1 | -2.3% | u | x | -5.8% | -5.2% | -5.2% | -17.6% | -8.4% | x | i | 5.2%
c1ccc(C2CC3CC4(CCCC4)N2O3)cc1 (centres undefined) | -2.1% | 26.0% | x | -3.6% | 3.9% | 0.6%[9.22 µM] | -0.4% | -0.5% | x | 3.1% | 0.1%
C[C@@H](N)Cc1cnc[nH]1 | -13.4%[25.6 µM] | 4.6% | x | -2.6% | -0.7% | x | -6.1% | 7.4% | x | u | -1.1%
O=C(CCc1nc(-c2ccccc2F)no1)N1CCC2(CC1)OCCO2 | -1.7% | 18.1% | i | 6.0% | -3.8% | 1.3% | -8.6% | u | i | -8.9% | 2.9%
NC(=O)c1ccc(OC[C@H](O)CN2CC=C(c3ccc(F)cc3)CC2)cc1 | 3.0% | 5.7% | u | 9.7% | -2.7% | 0.5% | -4.3% | -5.4% | i | 7.1% | -7.0%
C[N+](=O)[O-] | 0.3% | -8.7% | x | 2.0% | -4.1% | 1.6% | -1.6% | -0.6% | x | 13.5% | x

By substructure: the entries above with an NH in an aromatic ring.
SMILES | 15-hLO inh | ERK AVP block | Texas Red fluor | HADH2 inh | Pol III holo inh | HBB splicing | Hsp90 Hop PPI | CRE-bla Fsk | Rhodamine autofl | Tau filament bind | Luciferase inh
O=c1[nH]c(=O)n(Cc2ccccc2)c(O)c1C=NCCCO | 12.4% | -10.2% | x | 4.1% | -2.1% | -0.2% | -2.5% | -1.6% | x | 8.4% | -1.8%
Cc1ccc(-n2c(O)c(C=Nc3ccccc3N)c(=O)[nH]c2=O)cc1C | 7.3% | 0.2% | i | 3.4% | -5.8% | -1.7%[57.5 µM] | -6.3% | u | i | -11.5% | u
COC(=O)[C@@]1(Cc2ccccc2)[C@H]2c3cc(C(=O)N(C)C)[nH]c3C[C@H]2CN1C(=O)c1ccccc1 | x | 1.9% | x | -4.0% | 4.3% | -0.7% | -4.2% | u | x | 6.5% | x
CO[C@@H]([CH2][Hg])CN1C(=O)c2ccccc2S1(=O)=O.Cn1c(=O)c2nc[nH]c2n(C)c1=O | u | 11.3%[11.5 µM] | i | -8.4%[11.4 µM] | -16.6%[11.4 µM] | 1.8%[9.22 µM] | -2.5%[11 µM] | 3.0%[7.6 µM] | i | -0.7%[11.4 µM] | -7.2%[11.4 µM]
C[C@@H](N)Cc1cnc[nH]1 | -13.4%[25.6 µM] | 4.6% | x | -2.6% | -0.7% | x | -6.1% | 7.4% | x | u | -1.1%

Only part of the results is shown, so the mix of outcomes need not match the whole.
